FBW7 act: human FBW7 E3 ligase activation, primary screen; Q969H0; AlphaScreen FBW7–phospho-cyclin E peptide binding, activator screen; normalized activity (activation), % at 26.1 µM; actives 0.13% (n = 650,000); AID 1259310; in the data active means normalized activity above about 1.9%;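 further: purified mutant Fbw7 with reduced substrate affinity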
TEAD-YAP inh: TEAD-YAP interaction inhibition | HEK-TIYL cells, TEAD-Gal4/YAP UAS-luciferase luminescence | actives 1.4% (n = 640,000) | AID 1259422 | inhibition, % at 9.12 µM; in the data active means inhibition above about 32%;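 further: 0% = median of test compound wells and 100% = reference inhibitor wells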
GPR151 ag: human GPR151 activation; Q8TDV0; PathHunter beta-arrestin GPR151 cells, luminescence; activation, % at 11.2 µM; actives 1% (n = 650,000); AID 1508602; in the data active means activation above about 4.9%;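 further: 0% = median of compound wells and 100% = cells with positive control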
Target sequence (Q8TDV0 whole entry, looked up): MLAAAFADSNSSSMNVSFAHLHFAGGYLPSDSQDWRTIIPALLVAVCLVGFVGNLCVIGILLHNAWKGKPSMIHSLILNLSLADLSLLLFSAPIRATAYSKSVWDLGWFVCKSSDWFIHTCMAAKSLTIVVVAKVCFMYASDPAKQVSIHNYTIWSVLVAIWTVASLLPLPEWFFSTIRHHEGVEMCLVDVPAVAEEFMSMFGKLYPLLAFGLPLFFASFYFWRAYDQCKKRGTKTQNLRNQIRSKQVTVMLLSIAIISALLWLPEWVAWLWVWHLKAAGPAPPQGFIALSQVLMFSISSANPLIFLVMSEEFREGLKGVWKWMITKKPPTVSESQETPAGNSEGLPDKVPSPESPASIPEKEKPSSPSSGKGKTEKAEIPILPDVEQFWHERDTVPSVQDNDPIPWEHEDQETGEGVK
MITF primary: human MITF inhibition, primary screen; AlphaScreen MITF homodimerization, bead proximity signal; AID 1259374; actives 0.91% (n = 650,000); inhibition, % at 2.6 µM; in the data active means inhibition above about 50%;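 further: 0% = vehicle wells with protein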
Target sequence (O75030 whole entry, looked up): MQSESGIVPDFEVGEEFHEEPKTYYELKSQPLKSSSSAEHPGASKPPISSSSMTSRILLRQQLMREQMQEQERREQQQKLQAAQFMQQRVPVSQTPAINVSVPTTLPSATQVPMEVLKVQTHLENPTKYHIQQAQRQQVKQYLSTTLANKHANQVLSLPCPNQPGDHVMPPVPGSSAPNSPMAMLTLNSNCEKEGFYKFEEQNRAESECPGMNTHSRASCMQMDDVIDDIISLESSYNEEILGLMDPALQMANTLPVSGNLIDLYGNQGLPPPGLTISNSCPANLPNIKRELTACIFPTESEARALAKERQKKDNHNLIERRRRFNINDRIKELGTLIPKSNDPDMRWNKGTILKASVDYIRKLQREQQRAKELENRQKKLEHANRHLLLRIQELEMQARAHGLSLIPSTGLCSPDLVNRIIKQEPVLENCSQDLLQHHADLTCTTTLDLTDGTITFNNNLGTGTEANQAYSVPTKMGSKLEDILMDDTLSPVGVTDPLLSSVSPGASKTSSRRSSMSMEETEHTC
* = called active by the depositor; nt = not tested or not shown. Random draw from the library; about 3.4% have a hit in one of these screens.

SMILES | FBW7 act | TEAD-YAP inh | GPR151 ag | MITF primary
C[N+](C)(C)c1nc(N2CCOCC2)nc(N2CCOCC2)n1 | 0.1 | -2 | -0.1 | -6
FC(F)(F)Oc1ccc(Nc2cc(NCc3cccc(C(F)(F)F)c3)ncn2)cc1 | 0.1 | 17 | 1.0 | -1
Cc1ccc(-c2cc(C(F)(F)F)n3nc(-c4ccccc4)cc3n2)cc1 | -0.1 | -2 | -0.1 | -8
CC(=O)c1cccc(OCC(=O)N(C)CC(=O)Nc2ccc(F)cc2)c1 | 0.0 | -3 | -0.2 | 5
N#Cc1c[nH]n2c(=O)c3c(nc12)CCCC3 | 0.4 | 3 | -0.8 | 18
O=C(NCc1ccccn1)C(=O)Nc1ccc(Cl)c(C(F)(F)F)c1 | 0.1 | 0 | 0.2 | -4
Cc1ccc(C)c(Nc2cc(C)nc3ncnn23)c1 | 0.0 | 5 | -0.3 | 4
COCCCNCCOc1cc(C)cc(C(C)C)c1 | 0.1 | 6 | 0.5 | 33
COC(=O)COc1ccc2c(=O)c(Oc3ccccc3F)c(C)oc2c1C | -0.1 | -3 | 1.7 | 6
CC(=O)c1ccc(NC(=O)C(NS(=O)(=O)c2ccc3nc(C)sc3c2)C(C)C)cc1 (stereo not drawn) | -0.1 | -12 | -0.7 | -1
CC(C(=O)Nc1ccc(I)cc1)c1ccc([N+](=O)[O-])cc1 (stereo not drawn) | -0.1 | -2 | 0.4 | -6
CCc1cc(C(=O)N2CCC[C@@H]3CN(S(=O)(=O)C(C)C)CC[C@H]32)n(C)n1 | 0.0 | 7 | -1.0 | -13
CC(C)(C)c1ccc(C(=S)NCCCN2CCOCC2)cc1 | 0.0 | 4 | 0.3 | 5
CCCCCOc1ccc(OC(=O)c2cccc(C(=O)OC(C)C)n2)cc1 | 0.0 | 2 | 1.8 | 3
CC(C)(C)CN1CCC2(CC1)CC2C(=O)NCc1cccs1 (stereo not drawn) | 0.3 | 16 | 0.4 | 0
CN(C)NC1=CC(=[N+]2CCOCC2)CC(C)(C)C1 | 0.3 | 3 | 0.8 | 8
CCCCS(=O)(=O)C12C(O)CS(=O)(=O)C1C1C=CC2C1 (stereo not drawn) | 0.7 | -5 | 2.5 | 9
CC(C)NS(=O)(=O)c1ccc(NC(C)c2ccccc2Cl)c([N+](=O)[O-])c1 (stereo not drawn) | 0.2 | -2 | -1.4 | 15
Cc1cc(C(=O)CCC(=O)NNC(=O)c2ccc(COc3ccccc3)cc2)c(C)s1 | 0.0 | 5 | -3.2 | -1
O=C1CN(c2ccccc2NC(=O)Cn2cccn2)CCN1 | -0.1 | -3 | -0.2 | 5
CC(=O)Nc1ccc(N/C=C/C(=O)c2ccc(-c3ccccc3)cc2)cc1 | 0.5 | -1 | -0.6 | 14
O=C(Nc1ccc(Oc2ccc(Cl)c3ccccc23)c(Cl)c1)c1cc(Cl)cc(Cl)c1O | 0.1 | 2 | -0.2 | 3
Cc1cc(C)c2oc(-c3cc(NC(=O)c4cccc(Cl)c4Cl)ccc3C)nc2c1 | -0.1 | -4 | -0.7 | -4
CCOc1ccc(N(C(C)C(=O)Nc2cccc(Cl)c2)S(C)(=O)=O)cc1 (stereo not drawn) | -0.1 | 2 | -0.4 | -10

One compound at a time, as listed above.
CC(C)NS(=O)(=O)c1ccc(NC(C)c2ccccc2Cl)c([N+](=O)[O-])c1 (stereo not drawn) across the screens: FBW7 act: 0.2; TEAD-YAP inh: -2; GPR151 ag: -1.4; MITF primary: 15
O=C1CN(c2ccccc2NC(=O)Cn2cccn2)CCN1 across the screens: FBW7 act: -0.1; TEAD-YAP inh: -3; GPR151 ag: -0.2; MITF primary: 5

(further entries)
SMILES | FBW7 act | TEAD-YAP inh | GPR151 ag | MITF primary
Cc1ccc(/C=c2\sc3nnc(-c4ccc(Cl)cc4)n3c2=O)o1 | -0.1 | 7 | 0.1 | -13
Cc1ccc(NC(=O)Cn2c(C)c(C=O)c3ccccc32)cc1C | 0.1 | 10 | 1.3 | 19
Cc1cc(NC(=O)CSc2nnc(-c3cccs3)n2-c2ccccc2)no1 | 0.0 | 13 | -0.2 | 5
O=C(CCN1C(=O)/C(=C/c2cccs2)SC1=S)NC1=NCCS1 | -0.3 | 2 | -0.4 | -4
Cn1c(C(=O)N2CCCC(C(=O)c3ccc4c(c3)OCO4)C2)cc(=O)n(C)c1=O (stereo not drawn) | 0.0 | 0 | -1.3 | 16
COCCCNC(=S)NNC(=O)C(C)Oc1ccc([N+](=O)[O-])c(C)c1 (stereo not drawn) | 0.6 | 2 | 1.5 | 13
CN(C)c1ccc(C(CNC(=O)c2c(F)cccc2F)N2CCCC2)cc1 (stereo not drawn) | -0.1 | -3 | -0.6 | 3
CC(C)(C)n1nc2c(c1NC(=O)c1ccc(Cl)c([N+](=O)[O-])c1)CS(=O)(=O)C2 | -0.1 | -2 | -1.3 | 14
COc1ccc(NC(=O)CS(=O)CC(=O)Nc2ccc(-n3cnnn3)c(C)c2)cc1 (stereo not drawn) | 0.2 | 8 | -0.2 | 15
N#Cc1cccc(C(=O)N2CCC[C@@H](C(=O)c3cccs3)C2)c1 | 0.5 | -8 | -1.1 | 25
CCOc1ccc(OCC(=O)Nc2ccc([N+](=O)[O-])cc2)cc1 | -0.1 | -2 | 1.6 | 11
O=C(NCc1ncc(C(F)(F)F)cc1Cl)c1cn2ccsc2n1 | 2.0* | 2 | -0.8 | 25
COc1cc(OC)c([N+](=O)[O-])cc1/C=N/N1C(=O)C2C3C=CC(CC3)C2C1=O (stereo not drawn) | 0.1 | -5 | -0.4 | 18
CCOC(=O)C1CCN(C(=O)CN(c2cc(Cl)ccc2OC)S(C)(=O)=O)CC1 | 0.3 | -1 | 1.4 | -2
Cc1cccc(NC(=O)c2sc3nc4c(cc3c2N)CCCC4)c1C | -0.1 | 21 | -0.7 | 2
C=CCNC(=O)C(=O)N/N=C/c1ccc(C)cc1 | 0.5 | 0 | 2.1 | -4
COC(=O)C1=C(C)N(CC2CC2)C(=O)N[C@H]1c1ccc(Br)cc1 | -0.1 | nt | 0.4 | 9
O=C(NC1CC1)c1ccc(-c2ncc(C(=O)NC3CC3)s2)cc1 | 0.5 | 10 | -0.2 | 20
O=C(Cn1c2ccccc2c(=O)c2ccccc21)Nc1ccc2c(c1)OCCO2 | 0.0 | 4 | 0.8 | 5
CCOCCOC(=O)c1cccc(NC(=O)/C=C/c2cccc([N+](=O)[O-])c2)c1 | -0.1 | -4 | 3.9 | 6
COc1ccc(N)c2nc3ccccc3nc12 | -0.3 | -4 | -0.9 | 3
O=C(NNc1ncnc2c1cnn2-c1ccc(F)cc1)c1cccs1 | 0.1 | 31 | 2.2 | -15
Cn1c(/C(C#N)=C(\O)c2ccc([N+](=O)[O-])cc2)nc2ccccc21 | -0.3 | -6 | -0.4 | 6
O=C(O)CCC(=O)Nc1nc2nccc(-c3ccccc3)n2n1 | 0.1 | 11 | 3.1 | 11
CC(C)C(=O)N1N=C(c2ccc(Br)cc2)CC1(O)C(F)(F)F (stereo not drawn) | 0.2 | -7 | -0.7 | -1
COc1ccc(CCNC(=O)C(=O)NC2CCCCC2)cc1 | -0.1 | 4 | -0.2 | 8
COc1cccc(/C=N/NC(=O)c2ccc(O)cc2)c1O | -0.1 | 21 | -1.0 | -27
Cc1cccc(CSc2nc3nc(C)c(Cc4ccccc4F)c(C)n3n2)c1 | 0.1 | -9 | 1.1 | -2
O=C(N/N=C/c1cccc([N+](=O)[O-])c1)c1ccc(NC(=O)c2ccccc2)cc1 | 0.0 | -51 | 1.8 | 1
O=C(NCCc1nnc2n1CCN(Cc1ccccc1O)CC2)C1CCC1 | 0.1 | 3 | 2.0 | 8
O=C(CCS(=O)(=O)c1cc2c(cc1Cl)NC(=O)CO2)Nc1ccc(F)cc1 | 0.0 | -11 | -2.9 | -5
CCOC(=O)C(=O)Nc1nc2ccccc2s1 | 0.0 | 1 | -0.3 | 16
COCCn1c(=O)c2c(nc3n(-c4cccc(Cl)c4C)c(C)cn23)n(C)c1=O | 0.1 | -2 | 0.1 | -6
O=C(Cc1c(C(=O)O)[nH]c2ccc(Cl)cc12)Nc1ccc2c(c1)OCO2 | -0.1 | -1 | -0.1 | -9
CCC(CC)C(=O)Nc1nc(C)cs1 | -0.3 | -1 | -0.1 | 8
CCCN1CCN(C(=S)NCCc2ccc(OC)c(OC)c2)CC1 | 0.0 | 1 | 5.5* | 5
O=C(NCc1noc2ccccc12)NCC1CCCO1 (stereo not drawn) | 0.4 | -9 | -1.4 | 10
CC(=O)c1ccc(S(=O)(=O)NC2CCCCCC2)cc1 | 0.2 | -4 | 1.6 | 11
O=C(Nc1ccc(NC(=O)c2cccs2)nc1)c1ccco1 | -0.1 | -49 | -3.3 | -7
Cc1ccc(S(=O)(=O)NCC(O)Cn2c3ccccc3c3ccccc32)cc1 (stereo not drawn) | 0.0 | 9 | 0.5 | -8
O=C(O)[C@@H]1CCCN1/[N+]([O-])=N\O | nt | nt | 1.0 | -7
O=C1CC(N2CCN(CCO)CC2)C(=O)N1c1ccc(F)cc1 (stereo not drawn) | 0.2 | 6 | 4.1 | 7
CCN1CCN(Cc2ccc3cccnc3c2O)CC1 | -0.7 | 29 | 3.1 | 94*
O=c1cc(CSc2cccc3cccnc23)c2ccc(O)cc2o1 | -0.4 | -9 | -1.1 | 4
O=C(NCCS(=O)(=O)N1CCN(Cc2ccccc2)CC1)c1ccco1 | 0.0 | -3 | 0.1 | 9
COc1ccc2c(=O)cc(C(F)(F)F)oc2c1[N+](=O)[O-] | 0.2 | 5 | 0.6 | 13
O=C(OCCN1C(=O)C2C3c4ccccc4C(c4ccccc43)C2C1=O)c1ccccc1 (stereo not drawn) | -0.1 | 1 | -1.4 | 2
Cc1c(N=Cc2ccc(Sc3nccn3C)c([N+](=O)[O-])c2)c(=O)n(-c2ccccc2)n1C | -0.1 | 4 | 0.7 | -17

Six of the compounds above, tab-delimited:
canonical_smiles	FBW7 act	TEAD-YAP inh	GPR151 ag	MITF primary
O=C(Nc1ccc(NC(=O)c2cccs2)nc1)c1ccco1	-0.1	-49	-3.3	-7
Cc1ccc(S(=O)(=O)NCC(O)Cn2c3ccccc3c3ccccc32)cc1 (stereo not drawn)	0.0	9	0.5	-8
O=C(O)[C@@H]1CCCN1/[N+]([O-])=N\O	nt	nt	1.0	-7
O=C1CC(N2CCN(CCO)CC2)C(=O)N1c1ccc(F)cc1 (stereo not drawn)	0.2	6	4.1	7
CCN1CCN(Cc2ccc3cccnc3c2O)CC1	-0.7	29	3.1	94*
O=c1cc(CSc2cccc3cccnc23)c2ccc(O)cc2o1	-0.4	-9	-1.1	4

Additional compounds follow:
SMILES | FBW7 act | TEAD-YAP inh | GPR151 ag | MITF primary
O=C(c1cc(F)ccc1F)N1CCN2C(=O)[C@H]3CCCN3C(=O)[C@H]2C1 | 0.2 | 2 | -0.9 | -13
Cc1ccc(Cl)cc1N1CCN(C(=O)CCN2C(=S)NC(C)(C)CC2C)CC1 (stereo not drawn) | -0.1 | -3 | -0.5 | -8
O=C(Cc1cccs1)Nc1cccc(-c2nc3ccccc3o2)c1 | 0.9 | 12 | -1.0 | 5
Cc1ccnc(NC(c2ccc(F)cc2)c2c(C)[nH]c3ccccc23)c1 (stereo not drawn) | -0.1 | -29 | 0.7 | 1
CC(C)(C)c1ccc(C(=O)Nc2ccc(NC(=O)c3ccccc3F)cc2)cc1 | -0.1 | -2 | 1.3 | 0
Cc1ccc([N+](=O)[O-])cc1NC(=O)c1c(C(=O)O)cccc1[N+](=O)[O-] | -0.1 | 3 | 0.3 | -5
COc1ccc(NC(=O)COc2ccc3c(=O)c(-c4ccccc4)coc3c2)c([N+](=O)[O-])c1 | 0.2 | -4 | 0.4 | 7
COc1ccc(NC(=O)c2nn(C)c(C(=O)Nc3ccc(OC)cc3)c2[N+](=O)[O-])cc1 | -0.2 | 1 | -0.3 | 1
